Assay outcomes deposited in PubChem by NMMLSC.
AGP1 TOR yeast – yeast TOR pathway AGP1-GFP modulation | GFP response vs DMSO, % at 10 µM | S. cerevisiae AGP1-GFP multiplex flow cytometry, 3 h; GFP as percent of DMSO wells | actives 0.02% (n = 320,000);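 active means GFP response relative to DMSO above a set limit, near screen average plus 3 SD, cut at about 150% in these data; inconclusive means fewer than 70 cells counted for the yeast strain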;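 further: median GFP channel fluorescence of the gated AGP1 strain per well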
CIT2 TOR yeast – modulators of TOR pathway CIT2-GFP in S. cerevisiae. GFP response vs DMSO, % at 10 µM. actives 0.065% (n = 320,000). S. cerevisiae CIT2-GFP strain, flow cytometry, 3 h; 100 means same as DMSO wells;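 active means GFP response relative to DMSO above a set limit, near the screen mean plus 3 SD, cut at about 150% in these data; inconclusive means Fewer than 70 cells measured for a yeast strain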;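 further: ratio of well median GFP fluorescence to mean of DMSO wells on the plate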
CR mimetic SO – caloric restriction mimetics inhibiting age-related superoxide in yeast. S. cerevisiae aged cells, superoxide DHE fluorescence; active compounds read low. superoxide response (% of plate mean), % at 10 µM. actives 0.18% (n = 330,000). AID 2690;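 active means superoxide response under a set limit, about three screen SD below normal, cut at about 65% in these data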;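 further: yeast aged for seven days with compound at 30 °C before DHE staining; 100% = average MFI of all compound-treated wells on the plate with controls excluded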
RPL19A TOR yeast – alters RPL19A-GFP fluorescence in TOR pathway yeast screen. S. cerevisiae RPL19A-GFP strain, flow cytometry, 3 h; active compounds read low. percent response vs DMSO, % at 10 µM. actives 0.3% (n = 330,000). AID 2025;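 active means percent response vs DMSO below 50%; inconclusive means fewer than 70 events counted for the yeast strain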;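 further: median channel GFP fluorescence of the barcoded RPL19A-GFP strain; ratio of sample median GFP to plate DMSO average so 100% = DMSO; lower means less RPL19A-GFP as with rapamycin TOR inhibition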
GRK2 inh – inhibitors of human GRK2 displacing RNA aptamer. P25098. bead flow cytometry, FAM-aptamer displacement from GRK2. inhibition of aptamer binding, % at 10 µM. actives 0.59% (n = 330,000). AID 488847;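 active means inhibition of aptamer binding above 40%, roughly 3 SD of noise, on plates passing a quality check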;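 further: median bead fluorescence of bound FAM aptamer so fluorescent compounds give negative values; no value below 0 was filed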
LAP4 TOR yeast – alters LAP4-GFP fluorescence in TOR pathway yeast screen; actives 0.34% (n = 320,000); S. cerevisiae LAP4-GFP multiplex, flow cytometry GFP, 3 h; median GFP as percent of DMSO wells; GFP response vs DMSO, % at 10 µM; AID 2023;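 active means GFP response vs DMSO above a set limit, about the screen mean plus 3 SD, cut at about 150% in these data; inconclusive means under 70 cell events counted for the yeast strain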
MEP2 TOR yeast – alters MEP2-GFP fluorescence in TOR pathway yeast screen; S. cerevisiae MEP2-GFP strain, flow cytometry GFP, 3 h; 100% = DMSO control level; GFP response vs DMSO, % at 10 µM; actives 0.51% (n = 330,000); AID 2016;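 active means GFP response versus DMSO above a set limit, roughly screen mean plus 3 SD, cut at about 180% in these data; inconclusive means fewer than 70 cells counted for a yeast strain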;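 further: median GFP fluorescence of the barcode-gated MEP2-GFP cells per well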
VLA-4 inh – inhibition in a human VLA-4 binding assay. P13612. VLA-4 expressing cells, ligand binding flow cytometry. inhibition, % (about 7 µM as worked out from the volumes in the protocol). actives 0.2% (n = 330,000). AID 2557; in the data active means inhibition above about 50%
The depositor's hits bear a star; ? = inconclusive; · = not tested or not shown; [ ] = dose if it differs, or a comment.

Molecule,AGP1 TOR yeast,CIT2 TOR yeast,CR mimetic SO,RPL19A TOR yeast,GRK2 inh,LAP4 TOR yeast,MEP2 TOR yeast,VLA-4 inh
O=C(c1ccc(S(=O)(=O)N2CCOCC2)cc1)N1CCc2ccccc21,104.5,111.5,88.0,105.9,1.0,91.9,102.9,3.2
Cc1ccc(F)c(NC(=O)CCc2ccccc2)c1,91.2,87.2,105.3,89.8,3.0,100.5,93.7,5.4
COc1ccccc1S(=O)(=O)Cc1ccc(C(=O)NCc2ccco2)o1,93.3,98.8,110.7,101.2,0.0,89.6,100.0,19.9
CCN(CC)C(=O)c1[nH]cnc1C(=O)N[C@@H](C)C(=O)OC(C)(C)C,100.0,100.3,111.6,106.8,0.0,111.2,97.3,7.3
Cc1ccc(S(=O)(=O)c2cc3c(=O)n4cccc(C)c4nc3n(CC3CCCO3)c2=N)cc1C (stereo unspecified),102.7,88.9,106.5,93.2,0.0,113.6,98.2,-1.3
c1ccc2c(c1)CC1(CCCC1)N=C2N1CCOCC1,107.2,110.5,108.1,102.4,2.0,109.7,99.4,0.7
O=C(CSc1nc(=O)n2ccccc2n1)Nc1cccc2ccccc12,104.0,89.5,97.8,96.0,0.0,106.7,92.6,-1.4
Cc1cccc(Nc2nc(N)nc(-c3oc4ccccc4c3C)n2)c1,87.9,85.1,89.8,93.5,0.0,130.2,93.2,-6.7
COC(=O)C1=C(C)NC(=S)NC1c1ccco1 (stereo unspecified),112.3,·,111.5,108.2,0.0,103.8,99.7,-8.7
CON(C)C(=O)CCN(C(=O)OC(C)(C)C)c1ccccc1,95.1,101.4,81.1,97.9,0.0,97.8,96.6,15.7
O=C(O)CCCCCNS(=O)(=O)c1ccc2c3c(cccc13)C(=O)N2,95.6,107.0,100.7,101.2,5.0,95.4,103.4,1.8
CCN(CC)N=Nc1[nH]nc2nc(C)cc(C)c12,132.6,157.4*,105.0,105.7,2.0,137.7,151.7,9.1
CCOC(=O)SC1=N/C(=C\c2ccc(N(C)C)cc2)C(=O)S1,92.0,97.6,134.5,99.5,1.0,129.9,118.1,-20.1
CCc1nnc(NC(=O)CSc2nnc(Cc3ccccc3)n2Cc2ccccc2)s1,99.6,93.3,102.2,96.0,1.0,104.9,98.7,7.8
CC(C)C(NCc1c(Cl)cccc1Cl)C(=O)O (stereo unspecified),104.4,101.4,98.4,107.3,0.0,110.3,112.7,·
c1ccc(Oc2ccc(-c3ccnc4nc(N5CCN(c6ccccc6)CC5)nn34)cc2)cc1,96.1,92.1,117.4,98.6,0.0,102.6,105.5,22.4
COc1ccc2nc(SC)c(C#N)cc2c1,103.9,103.2,94.0,101.4,1.0,96.7,105.8,-12.8
CC1=CC(C)C2C(=O)N(CCCN(C)C)C(=O)C2C1 (stereo unspecified),83.3,86.2,91.2,101.3,0.0,85.9,85.9,-2.5
O=C(CN1C(=O)c2ccc([N+](=O)[O-])cc2C1=O)Nc1cc(S(=O)(=O)N2CCOCC2)ccc1Cl,113.2,95.1,114.0,94.8,0.0,119.0,101.9,12.7
S=C(NCc1ccccc1Cl)Nc1ccccc1Cl,85.0,84.6,90.7,84.6,0.0,83.9,78.5,30.6
O=C(Cc1ccc(S(=O)(=O)N2CCOCC2)s1)OCc1ccc(Cl)cc1,104.9,106.1,81.3,103.8,0.0,100.8,107.9,4.4
CC(=O)NNc1nc(-c2ccc(NC(C)=O)cc2)cs1,97.9,104.3,104.0,103.7,2.0,94.0,106.7,9.0
CCN1CCN(c2nc(S(=O)(=O)c3ccc(C)cc3)c(Cl)s2)CC1,94.3,88.0,96.8,92.4,0.0,92.8,96.0,5.5
Cc1cccc(-c2nsc(SCC(=O)N3CCCC3)n2)c1,·,94.1,89.7,95.4,0.0,101.5,98.2,-3.4
COc1ccc(C(=O)NCc2nnc(SCC(=O)Nc3ccccc3OC)n2C)cc1,103.1,92.9,98.8,98.6,0.0,104.9,95.9,7.2
Cc1ccnc2nc(C(=O)OCC(=O)N(CC(C)C)CC(C)C)nn12,106.3,102.2,104.5,103.5,0.0,95.1,96.7,-12.8
O=C(CCC1CCCN(C(=O)c2ccncc2)C1)NCc1ccc(F)c(F)c1 (stereo unspecified),102.9,93.8,120.5,96.8,1.0,95.6,100.2,2.9
COc1ccc(C(=O)Nc2ccc(C3(C#N)CCCC3)cc2)cc1OC,90.3,93.7,87.6,86.7,0.0,92.2,92.3,7.6
CC(=O)OCCn1c2nc(=O)[nH]c(=O)c-2nc2cc(C)c(C)cc21,96.9,123.3,67.0,97.8,0.0,130.6,160.4,-20.4
CCOC(=O)c1cc2c(=O)n3ccccc3nc2n(Cc2ccco2)c1=NC(=O)c1ccc(OC)cc1,20.3[may fluoresce violet],?,123.2,50.1[may fluoresce violet],0.0,87.0[may fluoresce violet],170.5[may fluoresce violet],-8.3
CCc1ccc(CN/C=C/C(=O)c2ccc(Br)cc2)cc1,92.8,94.2,98.4,93.5,1.0,102.3,102.7,12.0
O=C1C2C3c4ccccc4C(c4ccccc43)[C@@H]2C(=O)N1c1cccnc1 (stereo partly specified),108.0,102.6,97.8,107.8,2.0,99.1,104.7,-4.3
COc1cc(/C=N/NC(=O)c2sc(N)c(C#N)c2C)cc(Br)c1O,103.1,104.6,85.6,97.3,0.0,101.2,102.2,-6.8
CCC(C(=O)OC)n1cnc2c(nnn2-c2ccc(C)cc2)c1=O (stereo unspecified),95.7,84.1,94.0,90.5,0.0,105.9,92.4,-3.3
COc1ccc(Oc2ccc(C(F)(F)F)cc2N)cc1,97.2,95.9,101.5,96.0,1.0,116.0,96.6,11.8
CCOc1ccc(C2c3c(oc4ccccc4c3=O)C(=O)N2CCCN2CCOCC2)cc1OCC (stereo unspecified),111.0,97.8,95.3,95.5,0.0,111.2,105.1,6.0
CCCOc1ccc(-c2c(=O)n(OCC(=O)OCC)c3ccccc3[n+]2[O-])cc1,95.4,101.9,98.0,101.7,6.0,103.3,106.5,10.4
CC(C)CNS(=O)(=O)c1ccc(CCC(=O)Nc2cc(Cl)ccc2Oc2ccccc2)cc1,110.2,111.8,78.5,100.7,2.0,100.5,106.1,-4.1
S=c1[nH]nc(-c2ccccn2)n1/N=C/c1ccc(Cl)cc1,103.9,98.9,94.2,99.6,1.0,103.3,104.5,-0.5
COc1ccc(N2CCN(CC(=O)c3ccc(O)cc3O)CC2)cc1,95.4,98.1,75.4,92.2,0.0,90.7,102.4,-0.4
N=C1C(c2nc(-c3ccc(Cl)cc3)cs2)=C(O)CN1NC(=O)c1ccc(O)cc1,103.3,87.9,117.9,98.9,0.0,109.8,96.8,-2.1
Cn1c(SCC(=O)O)nc2sc3c(c2c1=O)CCC3,98.6,104.1,95.2,98.8,1.0,101.1,112.4,-23.3
Cc1ccn(C(=O)c2cc3ccccc3oc2=O)n1,108.7,103.4,77.7,107.5,0.0,105.5,99.7,-2.9
Cc1ccc(S(=O)(=O)NCCSc2nnnn2-c2cc(C)ccc2C)cc1,102.4,99.7,120.4,102.9,1.0,102.1,99.0,-8.8
O=C(CSc1nc2ncc(Cl)cc2[nH]1)Nc1ccccc1-c1ccccc1,90.3,95.4,106.8,95.1,3.0,90.0,109.1,-2.7
Cc1ccc(S(=O)(=O)N2CCOCC2)cc1NC(=O)CN1C(=O)NC2(CCCC2)C1=O,115.3,106.9,122.3,106.3,0.0,122.7,116.4,-7.5
CCOC(=O)c1nc(N)c(C(=O)OCC)[nH]1,?,89.2,103.4,87.9,0.0,?,83.2,5.5
N#Cc1ccccc1S(=O)(=O)N1CCN(C(=O)C2COc3ccccc3O2)CC1 (stereo unspecified),97.6,93.4,98.5,94.6,0.0,105.2,97.4,-11.3
Cc1ccc(SCCCCN2CCNCC2)cc1,101.5,101.9,79.8,102.9,0.0,98.4,105.0,2.2
O=C(c1cnn2c(C(F)(F)F)cc(-c3cccs3)nc12)N1CCN(C(c2ccccc2)c2ccccc2)CC1,83.6,92.0,111.0,93.6,3.0,86.6,152.2,-6.5

The list goes on.
Molecule,AGP1 TOR yeast,CIT2 TOR yeast,CR mimetic SO,RPL19A TOR yeast,GRK2 inh,LAP4 TOR yeast,MEP2 TOR yeast,VLA-4 inh
CCOCC(=O)N1CCN(Cc2ccc3c(c2)OCO3)CC1,107.7,119.2,100.5,103.7,1.0,81.1,98.0,-2.1
Cc1ccc(OCC(=O)NCCCNC(=O)c2ccco2)cc1,96.4,88.4,98.1,94.3,2.0,83.9,99.8,4.1
COC(=O)C(CC(=O)c1ccc(Cl)cc1)c1ccc(C(C)C)cc1 (stereo unspecified),103.2,92.4,112.1,101.2,3.0,102.9,106.0,-0.4
Cc1ccc(S(=O)(=O)NC(=NC2CCCCC2)c2ccc(Cl)cc2)cc1,101.7,99.0,101.8,100.9,0.0,98.6,104.5,11.6
CN(CC(=O)Nc1ccccc1Br)c1ncnc2sccc12,95.7,94.3,95.9,90.8,1.0,98.1,108.5,-3.2
O=C(NNC(=O)c1cc(Br)ccc1Cl)c1csc(N2CCOCC2)n1,100.1[may fluoresce green],100.2[may fluoresce green],92.4,98.4[may fluoresce green],0.0,91.8[may fluoresce green],96.4[may fluoresce green],5.0
COc1ccc(NC(=O)CSc2nnc(NC(=O)C3CCC3)s2)cc1,93.1,105.3,117.7,104.5,3.0,89.6,106.2,-3.4
CCCCN(C(C)=O)C1CC(=O)N(c2ccc(OCCC)cc2)C1=O (stereo unspecified),81.4,108.6,87.3,90.3,0.0,102.5,97.1,-6.0
